Screens as filed in PubChem BioAssay.
NCI-60 one-dose screen, 48 h, at 10 µM unless noted. Numbers give growth in % (100 = growth as untreated, 0 = no growth, -100 = all killed).
SK-OV-3: SK-OV-3 ovarian cancer cells. AID 1794785. 80,000 compounds, 3.2% hits
IGROV1: IGROV1 ovarian cancer. 79,000 compounds, 4.7% hits. AID 1794786
NCI/ADR-RES: NCI/ADR-RES ovarian cells; 81,000 compounds, 4.4% hits; AID 1794790
OVCAR-3: OVCAR-3 ovarian cancer; 79,000 compounds, 7% hits
OVCAR-8: OVCAR-8 ovarian cancer | AID 1794782 | 81,000 compounds, 4.4% hits
NCI-H23: NCI-H23 lung cancer; 80,000 compounds, 4% hits; AID 1794731
NCI-H522: NCI-H522 lung cancer | 78,000 compounds, 8% hits | AID 1794739
OVCAR-5: OVCAR-5 ovarian cancer | 82,000 compounds, 2.9% hits | AID 1794783
OVCAR-4: OVCAR-4 ovarian cancer cells. 80,000 compounds, 3.7% hits
An asterisk follows results filed as active; · = not tested or not shown; & = joins results of further samples; [ ] = remark or other dose. The calls were made as follows: active = growth percent below 10; inactive = the rest. Outcome played no part in choosing rows. About 11% of those tested had a hit in this group.

Start of the data: the first 4 compounds, ahead of the listing:
SMILES	SK-OV-3	IGROV1	NCI/ADR-RES	OVCAR-3	OVCAR-8	NCI-H23	NCI-H522	OVCAR-5	OVCAR-4
O=C(NNc1nc2cc(F)ccc2n2c(CN3CCC(O)C3)ccc12)c1cnccn1 (centres undefined)	8.4*	18	2.5*	35	14	20	-0.4*	41	19
O=Nc1nc2ncccn2c1-c1ccccc1	125	54	112	30	81	108	65	103	96
CN(C)CCOC(=O)Nc1ccc(Cl)cc1	97	103	104	106	97	102	65	109	117
C=CCOc1ccccc1/C=N/N1C(=O)CS/C1=N\N=C1/SCC(=O)N1/N=C/c1ccccc1OCC=C	96	115	102	105	100	101	95	107	99

The whole of this part, previewed entries included:
SMILES	SK-OV-3	IGROV1	NCI/ADR-RES	OVCAR-3	OVCAR-8	NCI-H23	NCI-H522	OVCAR-5	OVCAR-4
O=C(NNc1nc2cc(F)ccc2n2c(CN3CCC(O)C3)ccc12)c1cnccn1 (centres undefined)	8.4*	18	2.5*	35	14	20	-0.4*	41	19
O=Nc1nc2ncccn2c1-c1ccccc1	125	54	112	30	81	108	65	103	96
CN(C)CCOC(=O)Nc1ccc(Cl)cc1	97	103	104	106	97	102	65	109	117
C=CCOc1ccccc1/C=N/N1C(=O)CS/C1=N\N=C1/SCC(=O)N1/N=C/c1ccccc1OCC=C	96	115	102	105	100	101	95	107	99
O=C(CSc1nnc(-c2c[nH]c3ccccc23)n1-c1ccccc1)c1ccc(Cl)cc1	72	51	5.9*	74	24	41	67	91	15
COc1cc(CNC(=O)c2ccsc2Nc2ccnc(C(F)(F)F)c2)ccc1O	97	105	95	105	102	92	87	107	105
Cc1nc2c3c(ncn2n1)Oc1c(c(=O)[nH]c2ccc(Cl)cc12)C3c1ccc(Cl)cc1 (centres undefined)	109	82	85	99	91	92	76	90	72
COc1cc(C2CC(c3cc(OC)c(OC)c(OC)c3)=NN2C=O)ccc1Oc1nc2c(c(=O)n(C)c(=O)n2C)n1C (centres undefined)	127	119	93	107	96	101	98	101	102
Cc1ccc(/C=C/c2cn(-c3ccccc3)nc2-c2cccc(C#N)c2)cc1	90	93	103	101	98	97	68	78	98
Cc1ccc(C2CC(c3ccc(Nc4nc(NCCO)nc(Nc5ccc(Cl)cc5)n4)cc3)=NN2c2cc(Cl)cc(Cl)c2)cc1 (centres undefined)	·	88	105	102	97	92	104	94	102
O=C(O)C1CCC(C(=O)O)SS1 (centres undefined)	103	111	111	120	106	109	91	98	112
CN1CCN(c2ccc3nc(/N=C/c4ccc5sc(-c6ccc(F)cc6)nc5c4)sc3c2)CC1	·	112	96	101	103	96	90	103	104
CCNc1ncnc2c1cnn2C1CCCO1 (centres undefined)	104	·	100	111	115	118	111	102	108
CC(=O)NC1=CN2CC=CCC2CC1=O (centres undefined)	86	116	108	109	100	101	78	109	97
CN(C)CCCNC(=O)OCc1ccc2c(Cl)cc(Cl)c(O)c2n1	104	106	23	103	98	97	99	99	96
CC(C)C1=CC2=CC[C@@H]3C(C)(C)C(=O)[C@@H](O)C[C@@]3(C)[C@@H]2CC1	104	107	103	106	97	105	94	108	109
COc1ccc2cc(C(C)NC(=O)Nc3ccc(S(=O)(=O)Nc4nccs4)cc3)ccc2c1 (centres undefined)	94	95	75	112	65	103	52	114	82
CCC/C=N/Nc1nc(C)cc(=O)[nH]1	101	114	120	114	113	104	107	105	117
FC(F)(F)c1cc(Nc2cccc(Oc3ccc(NC4=NCCN4)nc3)c2)ccc1Cl	71	-1.2*	-11*	-40*	31	20	2.1*	3.8*	28
O=C(CSc1nccc(Nc2ccc(N3CCOCC3)cc2)n1)c1ccc(Cl)cc1	93	83	91	101	83	81	78	94	99
CC(=N/O)/C(C)=C/c1ccccc1	82	102	97	108	104	103	82	104	105
CCOC(=O)c1cn2c3c(cc(C)cc3c1=O)C(=O)/C(=C/c1ccc(F)cc1)C2	86	80	105	102	94	106	74	112	102
COc1ccc(/C=C/c2c(C(=O)/C=C/c3ccc(Cl)cc3)c(C)nc3ccccc23)cc1	65	14	12	-5.0*	21	36	24	17	41
N#Cc1cnc2ccc(-c3cnc4[nH]ncc4c3)cc2c1N1CCc2cc(F)c(Cl)cc21	4.2*	-31*	8.5*	-5.2*	19	7.1*	1.4*	19	15
Cc1ccc(C2C(C#N)=C(N)Oc3c2c(C)nn3-c2ccc(Cl)cc2)cc1 (centres undefined)	96	91	104	114	96	95	90	108	111

Full records from above.
CC(C)C1=CC2=CC[C@@H]3C(C)(C)C(=O)[C@@H](O)C[C@@]3(C)[C@@H]2CC1 in the list: SK-OV-3: 104; IGROV1: 107; NCI/ADR-RES: 103; OVCAR-3: 106; OVCAR-8: 97; NCI-H23: 105; NCI-H522: 94; OVCAR-5: 108; OVCAR-4: 109
O=C(O)C1CCC(C(=O)O)SS1 (centres undefined) in the list: SK-OV-3: 103; IGROV1: 111; NCI/ADR-RES: 111; OVCAR-3: 120; OVCAR-8: 106; NCI-H23: 109; NCI-H522: 91; OVCAR-5: 98; OVCAR-4: 112

Further results follow.
SMILES	SK-OV-3	IGROV1	NCI/ADR-RES	OVCAR-3	OVCAR-8	NCI-H23	NCI-H522	OVCAR-5	OVCAR-4
CCSc1ncnc2nc(SC)[nH]c12	108	·	104	102	111	100	96	106	89
O=C(c1cc(Br)c(O)c(Br)c1)c1ccccc1C(=O)c1cc(Br)c(O)c(Br)c1	106	105	102	119	100	98	100	102	98
O=C(Nc1ccccc1)c1cc2ccccc2cc1O	81	64	95	85	102	76	44	103	77
Cc1ccc(C)c(O)c1C	105	108	125	115	108	113	107	94	108
N#CC1C(=O)NC(=S)NC1c1ccccc1 (centres undefined)	97	100	112	120	109	111	104	117	106
CCCNC(=O)Oc1ccc(/C(=C(/C)Cc2ccc(OC)cc2)c2ccc(OCCCN(C)C)cc2)cc1	98	91	79	94	86	82	78	94	85
C=C1C(=O)O[C@H]2[C@H]1CC/C(C(=O)Nc1ccc(OC)c(C(N)=O)c1O)=C\CC[C@@]1(C)O[C@@H]21	81	56	93	25	68	73	5.8*	75	67
O=C1Nc2ccccc2/C1=C/C(=O)c1cc2ccccc2oc1=O	92	98	107	56	109	93	-35*	112	104
C=CCNc1nc2cc3c(C)c(CC)c(=O)oc3c(C)c2o1	86	94	84	100	77	86	61	100	101
COc1ccc(/C=C/C(=O)c2ccc(NC(=O)CSc3nnc(-c4ccc(OC)c(OC)c4)o3)cc2)cc1OC	114	102	98	101	108	95	94	103	111
C[C@H]1[C@H](C)CC[C@]2(COC(=O)c3cccnc3)CC[C@]3(C)C(=CC[C@@H]4[C@@]5(C)CCCNC(C)(C)[C@@H]5CC[C@]43C)[C@H]12	93	65	88	68	86	70	83	91	71
Cc1cc(C)c2c(Cn3nnc(N)c3C#N)cc(=O)oc2c1	82	87	95	97	81	91	77	94	87
CC1=NS(=O)(=O)c2cc(Cl)ccc2N1	104&116&107	88&91&97	102&62&99	103&120&100	105&110&100	90&114&96	95&104	95&103&96	100&110&110
COc1ccc(CN2C(=O)CSC2c2ccc3c(c2)OCO3)cc1OC (centres undefined)	105	95	83	116	107	89	79	100	88
O=C(NNC(=S)Nc1ccccc1)c1cc(-c2ccncc2)n(-c2ccccc2)n1	110	·	109	111	108	108	87	120	·
CN1C[C@@H](c2ccc(Cl)cc2)[C@]2(NC(=S)N(c3ccc(F)c(Cl)c3)C2=O)[C@@]12C(=O)NC1C=CC(Cl)=C[C@H]12 (some centres undefined)	81	42	42	48	60	52	43	53	57
Cc1ccncc1CNC(=O)c1ccccc1	119	110	113	127	108	105	·	107	102
COC(=O)c1c(O)cc(OC)cc1OC	105	115	103	115	106	104	100	99	105
CC(=O)C1=CC[C@H]2[C@@H]3CCC4=CC(=O)CC[C@]4(C)[C@H]3CC[C@]12C	101	97	86	99	98	98	79	100	108
CCN(CC)C(=O)c1cc[n+](CC)cc1	98	100	96	95	95	98	90	102	107
O=C(O)/C=C/c1ccc([N+](=O)[O-])cc1Cl	123	127	111	121	104	114	93	115	106
O=C(c1ccccc1)c1cccc2ccccc12	98	91	103	113	95	103	73	114	95
O=C1c2cccc3c([N+](=O)[O-])ccc(c23)C(=O)N1CCCCl	-100*[100 µM]	-58*[100 µM]	-38*[100 µM]	-87*[100 µM]	-64*[100 µM]	-75*[100 µM]	·	-92*[100 µM]	-97*[100 µM]
COc1ccc2c(c1OC)C(=O)OC2C1c2c(c(COC(=O)C(NC(=O)OC(C)(C)C)C(C)C)c3c(c2OC)OCO3)CCN1C (centres undefined)	105	85	101	107	102	97	90	99	97
COc1ccc(C(=O)C/C(=C\c2ccc(Cl)cc2)C(=O)NN)cc1	84	85	105	101	89	93	80	108	104

Later entries.
SMILES	SK-OV-3	IGROV1	NCI/ADR-RES	OVCAR-3	OVCAR-8	NCI-H23	NCI-H522	OVCAR-5	OVCAR-4
C[n+]1c(/C=N/NC(N)=S)ccc2ccccc21	87	98	106	96	95	100	88	102	96
O=C(CCCCCOc1ccc(NC(=O)Nc2ccc(Cl)cc2)cc1)Nc1ccccn1	93	96	103	98	96	92	74	106	107
CCn1c(SCC(=O)Nc2cccc(C(=O)/C=C/c3ccc(OC)c(OC)c3)c2)nc2ccccc2c1=O	107	82	93	107	99	89	93	96	95
NC(CSC(c1ccccc1)(c1ccccc1)c1ccc(-c2ccccc2)cc1)C(=O)O (centres undefined)	90	120	95	101	88	85	113	108	108
COc1cc(-c2c3c(c(Br)n2Cc2ccccc2)-c2nc(NC(=O)c4ccccc4)sc2CC3)cc(OC)c1OC	108	73	84	93	90	89	80	98	87
C=C(C)[C@@H]1CC[C@]2(C(=O)OC(=O)[C@]34CC[C@@H](C(=C)C)[C@@H]3[C@H]3CC[C@@H]5[C@@]6(C)CCC(=O)NC(C)(C)[C@@H]6CC[C@@]5(C)[C@]3(C)CC4)CC[C@]3(C)[C@H](CC[C@@H]4[C@@]5(C)CCC(=O)NC(C)(C)[C@@H]5CC[C@]43C)[C@@H]12	111	103	99	100	103	103	91	105	105
COc1cc(C)cc2oc3oc(=N)c(-c4csc(-c5cc6ccccc6o5)n4)cc3c(=O)c12	108	110	106	112	94	96	99	103	115
C#CCn1cc(/C=N/Nc2nc(-c3ccc(Cl)cc3)cs2)c2ccccc21	94	80	96	103	95	81	90	100	95
C[C@H]1[C@H](C)CC[C@]2(C(N)=O)CC[C@]3(C)C(=CC[C@@H]4[C@@]5(C)CCC(=O)C(C)(C)[C@@H]5CC[C@]43C)[C@H]12	96	111	98	100	90	97	68	101	100
Oc1c(-c2nnc(SCc3ccccc3)o2)sc2nnc(-c3ccccc3)c(-c3ccccc3)c12	100	·	93	126	104	106	88	99	·
COc1ccc(/C(=N\NC(N)=S)c2ccc(F)cc2)cc1OC	111	97	99	111	102	94	95	105	105
CC(NC(=O)c1ccccc1)C(=O)Nc1ccccc1 (centres undefined)	113	128	108	135	103	105	100	107	114
CCCCc1nc(/C=C/C(=O)c2ccc(C(F)(F)F)cc2)c(Cl)[nH]1	86	87	88	97	95	89	·	113	87
Cc1nn2c(CCC(=O)c3nc4ccccc4[nH]3)nnc2s1	100	105	114	108	113	101	106	98	106
Cc1cc([N+](=O)[O-])cc(Cl)c1O	104	108	111	111	114	108	95	116	108
